NPY-Y2 PAM-ag – potentiators or agonists of human neuropeptide Y receptor Y2; P49146; cells expressing NPY-Y2, potentiator/agonist read-out; activation, % at 3.6 µM; 220,000 compounds, 0.45% hits; AID 1359; in the data active means activation above about 27%;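 further: cells stimulated with NPY near EC25 plus isoproterenol at EC100; 0% = vehicle plus submaximal agonist and 100% = vehicle plus saturating agonist; some results beyond the cut were filed as inactive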
Target sequence (P49146 whole entry, looked up): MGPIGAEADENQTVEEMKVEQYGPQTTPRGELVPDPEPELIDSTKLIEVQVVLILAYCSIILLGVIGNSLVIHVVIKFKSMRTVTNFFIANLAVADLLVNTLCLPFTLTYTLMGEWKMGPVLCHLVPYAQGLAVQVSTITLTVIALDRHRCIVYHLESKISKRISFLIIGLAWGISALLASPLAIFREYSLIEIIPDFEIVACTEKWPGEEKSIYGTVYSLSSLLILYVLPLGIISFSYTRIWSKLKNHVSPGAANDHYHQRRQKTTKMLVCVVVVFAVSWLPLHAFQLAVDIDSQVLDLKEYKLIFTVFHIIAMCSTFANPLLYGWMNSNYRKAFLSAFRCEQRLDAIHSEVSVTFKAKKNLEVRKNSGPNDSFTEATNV
CHOP inhibitor – CHOP inhibition in unfolded protein response; CHO-K1 CHOP-promoter luciferase, tunicamycin-induced, 15-18 h; inhibition, % at 10 µM; 220,000 compounds, 3.8% hits; AID 2732;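 active means compounds that reduced the stress-induced luciferase reporter signal by more than about 70% of percent inhibition, limit read from the data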;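 further: 0% = tunicamycin plus vehicle and 100% = wells without tunicamycin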
zfTRPN1 agonist – agonists of zebrafish TRPN1 channel. 220,000 compounds, 0.18% hits. activation, % at 3 µM. HEK293 zebrafish TRPN1-YFP, Fluo-8 calcium fluorescence; 100% = response to 87 µM carbachol;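 active means activation above its plate's cutoff, the mean activation of test wells on that plate plus 3 SD, cut at about 19% in these data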;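 further: 0% = DMSO alone and 100% = 87 µM carbachol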
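Assay system: Zebrafish TRPN1-YFP in HEK293 cells | Incubation: Dye loading 1 h at 37 °C, then 30 min room temperature | Measured by: Kinetic Fluo-8 fluorescence, ex 470-495, em 515-575 nm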
NPY-Y1 PAM-ag – potentiators or agonists of human neuropeptide Y receptor Y1 | NPY-Y1 expressing cells, potentiator/agonist activation | AID 1304 | 220,000 compounds, 0.37% hits | activation, % at 3.6 µM; in the data active means activation above about 33%, passing the limit was not always enough;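 further: cells stimulated with NPY at EC10 then isoproterenol at EC100; 0% = low agonist plus stimulus and 100% = saturating agonist plus stimulus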
EP2 mod – modulators of human EP2 prostaglandin E2 receptor. induction, % at 25 µM. 260,000 compounds, 0.83% hits. P43116. EP2-expressing cells, cAMP HTRF FRET, PGE2 co-stimulation;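 active means compounds whose cAMP rise, as percent of the full-agonist control response, exceeds 60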;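 further: rat C6 glioma line stably carrying human EP2 under a CMV promoter; the protocol text gives 20 µM as final concentration; 100% = response of wells given 1 µM PGE2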
Target sequence (P43116 whole entry, looked up): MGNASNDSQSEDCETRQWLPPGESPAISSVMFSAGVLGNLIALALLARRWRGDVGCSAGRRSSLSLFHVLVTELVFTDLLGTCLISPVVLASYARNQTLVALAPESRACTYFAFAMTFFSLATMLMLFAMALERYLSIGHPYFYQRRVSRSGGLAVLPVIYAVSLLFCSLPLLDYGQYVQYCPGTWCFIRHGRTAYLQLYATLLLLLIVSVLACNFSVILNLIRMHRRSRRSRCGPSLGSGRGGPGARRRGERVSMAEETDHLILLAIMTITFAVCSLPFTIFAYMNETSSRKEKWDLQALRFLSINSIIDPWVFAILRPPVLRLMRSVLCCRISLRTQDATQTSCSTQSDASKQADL
NPY-Y1 antag – blocks the human neuropeptide Y Y1 receptor; AID 1040; P25929; HEK293-CNG Y1 cells, membrane potential fluorescence; NPY at EC95, then isoproterenol; 200,000 compounds, 1% hits; inhibition, % at 3.6 µM;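 active means inhibition above the campaign mean inhibition of all tested compounds plus 3 SD, cut at about 20% in these data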;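 further: 0% = DMSO wells given NPY plus isoproterenol and 100% = isoproterenol alone without NPY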
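System: HEK293 cells with Y1 receptor plus CNG channel / Probe or stimulus: NPY 25 nM then isoproterenol 1 µM plus Ro 20-1724 25 µM / Compound: one concentration, 3.6 µM, in 0.4% DMSO / Schedule: compound incubation 1 h at room temperature, readout 45 min post-stimulation / Measured by: membrane potential fluorescence / Read-out: % inhibition of NPY effect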
TRPML3 agonist – human mucolipin-3 channel agonism. AID 1448. HEK293 TRPML3-YFP, Fluo-8 calcium fluorescence; 100% = the carbachol control signal. activation, % at 3 µM. Q8TDD5. 220,000 compounds, 0.29% hits;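 active means activation above its plate's cutoff, the mean activation of the plate's test wells plus 3 SD, cut at about 12% in these data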;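 further: 0% = DMSO only wells and 100% = carbachol wells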
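Material: TRPML3-YFP stable HEK293 cells | Dosing: One concentration, 3 µM nominal, 0.3% DMSO | Timing: 125 s total fluorescence read per well | Technique: Fluo-8 calcium dye fluorescence, ex 470-495, em 515-575 nm | Measure: Percent activation from peak-to-basal fluorescence ratio, scaled between DMSO and carbachol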
S1P4 antag – human S1P4 receptor antagonism; O95977; S1P4-expressing cells, antagonist mode, reporter read-out; inhibition, % at 4.98 µM; 220,000 compounds, 0.26% hits; in the data active means inhibition above about 29%;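 further: 0% = wells stimulated with agonist and 100% = vehicle wells without agonist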
S1P4 agonist – human S1P4 receptor agonism; O95977; S1P4-expressing cell line, agonist reporter assay; activation, % at 4.98 µM; 220,000 compounds, 0.35% hits; in the data active means activation above about 11%;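 further: 0% = DMSO vehicle and 100% = reference agonist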
* = called active by the depositor; x = not tested or not shown.

The opening 6 records as a preview:
SMILES | NPY-Y2 PAM-ag | CHOP inhibitor | zfTRPN1 agonist | NPY-Y1 PAM-ag | EP2 mod | NPY-Y1 antag | TRPML3 agonist | S1P4 antag | S1P4 agonist
Fc1ccc(Nc2nc(-c3ccncc3)nc3ccccc23)cc1F | 3 | 9 | 0.6 | -17 | -16 | -6 | 0.8 | -8 | -0.4
CC(C)CNC(=O)COC(=O)c1n[nH]c2ccccc12 | -3 | 13 | 0.4 | 0 | -7 | 3 | -0.1 | -1 | 1.8
O=C(COC(=O)c1cccnc1Cl)Nc1cc(S(=O)(=O)N2CCCCC2)ccc1Cl | 6 | 39 | 8.5 | -9 | -31 | -2 | 3.5 | -30 | 1.8
Cc1ccc(NC(=O)COC(=O)C2CCC(=O)N2)c(S(=O)(=O)N2CCOCC2)c1 (configuration not stated) | 6 | 27 | 0.1 | -17 | 15 | 4 | 0.9 | -17 | 1.6
Cc1ccc(Oc2coc3cc(OC(=O)c4cccs4)ccc3c2=O)cc1 | -8 | -23 | -0.2 | -18 | 10 | 5 | -0.3 | 10 | -0.7
COC(=O)c1sc(N)c(C(=O)OC)c1COC(=O)[C@@H](NS(=O)(=O)c1cccc(Cl)c1)C(C)C | 4 | 40 | -1.9 | -7 | -33 | 9 | -1.1 | -28 | -0.5

Main list, previewed entries included:
SMILES | NPY-Y2 PAM-ag | CHOP inhibitor | zfTRPN1 agonist | NPY-Y1 PAM-ag | EP2 mod | NPY-Y1 antag | TRPML3 agonist | S1P4 antag | S1P4 agonist
Fc1ccc(Nc2nc(-c3ccncc3)nc3ccccc23)cc1F | 3 | 9 | 0.6 | -17 | -16 | -6 | 0.8 | -8 | -0.4
CC(C)CNC(=O)COC(=O)c1n[nH]c2ccccc12 | -3 | 13 | 0.4 | 0 | -7 | 3 | -0.1 | -1 | 1.8
O=C(COC(=O)c1cccnc1Cl)Nc1cc(S(=O)(=O)N2CCCCC2)ccc1Cl | 6 | 39 | 8.5 | -9 | -31 | -2 | 3.5 | -30 | 1.8
Cc1ccc(NC(=O)COC(=O)C2CCC(=O)N2)c(S(=O)(=O)N2CCOCC2)c1 (configuration not stated) | 6 | 27 | 0.1 | -17 | 15 | 4 | 0.9 | -17 | 1.6
Cc1ccc(Oc2coc3cc(OC(=O)c4cccs4)ccc3c2=O)cc1 | -8 | -23 | -0.2 | -18 | 10 | 5 | -0.3 | 10 | -0.7
COC(=O)c1sc(N)c(C(=O)OC)c1COC(=O)[C@@H](NS(=O)(=O)c1cccc(Cl)c1)C(C)C | 4 | 40 | -1.9 | -7 | -33 | 9 | -1.1 | -28 | -0.5
C/C=C(\C)C(=O)NCCN1C2=NC[C@H](Cc3ccc(O)cc3)N2C[C@H]1Cc1ccc(O)cc1 | -14 | -14 | -1.0 | -8 | 7 | 1 | -0.9 | -16 | -1.5
CCCC(=O)Nc1cccc(C(=O)Nc2nccs2)c1 | 17 | -14 | 2.1 | -2 | -8 | -10 | 0.5 | -4 | -3.0
CC(C)CCNC(=O)CCn1c(=S)oc2ccccc21 | -1 | 28 | -0.5 | 5 | 9 | -3 | -0.2 | 4 | 0.2
CCCCNC(=O)N1CCN(c2ccccc2OCC)CC1 | 2 | 2 | 0.0 | -4 | 0 | 4 | -0.2 | -3 | -0.4
O=C(Cn1cnc2cc([N+](=O)[O-])ccc2c1=O)NC1CCS(=O)(=O)C1 (configuration not stated) | 10 | 24 | 0.0 | -1 | 31 | 2 | -1.8 | -14 | 1.2
O=C1c2ccccc2C(=O)N1CCCC(=O)N1CCCc2ccccc21 | -8 | -3 | 0.8 | 4 | 0 | 1 | 0.3 | 0 | -0.9
O=C(Cc1ccccc1)NCCSCc1ccccc1 | -5 | -26 | -1.3 | -12 | -16 | 5 | -0.7 | -11 | 0.8
Cc1noc(C)c1CCC(=O)N1CCCC(CCC(=O)NCc2ccc(F)c(F)c2)C1 (configuration not stated) | -12 | 2 | -0.5 | 4 | 9 | -3 | 0.7 | 1 | 0.8
O=C(COC(=O)c1n[nH]c(=O)c2ccccc12)c1ccccc1 | -4 | 34 | -0.3 | 8 | 3 | 3 | -0.1 | 6 | -0.5
COc1ccc(N2CCC(CNC(=S)Nc3cccc(C)c3)C2)cc1 (configuration not stated) | 5 | 1 | 0.1 | 15 | -89 | 4 | 0.7 | -5 | 0.0
Oc1ccccc1-c1nc(N2CCCC2)c2ccccc2n1 | -11 | 16 | 2.5 | 3 | 75* | 7 | 0.7 | 2 | 2.9
COC(=O)c1ccc(COc2ccc(-c3nnn(CC(N)=O)n3)cc2)cc1 | 15 | 8 | 0.9 | 9 | 5 | -4 | -0.1 | -20 | 0.1
CC(=O)C1=C(c2ccccc2)NC(=O)NC1c1ccccc1OCC(=O)Nc1ccccc1 (configuration not stated) | -17 | 72* | 0.7 | -19 | 31 | 5 | 0.4 | -4 | 0.7
CCn1ncc(-c2cc(C(=O)O)no2)c1C | -20 | -5 | 0.3 | -7 | 36 | 5 | 0.5 | -2 | 1.5
O=C(NCc1ccc(Cl)cc1)C(=O)NCC1OCCN1S(=O)(=O)c1cccs1 (configuration not stated) | 1 | 0 | -1.3 | -12 | 7 | 0 | 0.3 | 3 | 0.4
CC(=O)C(Sc1nn(C)c(=S)s1)C(=O)Nc1ccccc1 (configuration not stated) | 5 | -5 | 0.9 | -2 | 4 | 12 | 0.2 | -11 | 0.7
CCOC(=O)N1CCC(NC(=O)CS(=O)(=O)Cc2nc(-c3ccccc3C)oc2C)CC1 | 11 | 62 | 0.6 | -5 | 5 | 5 | 1.0 | -11 | 1.3
CCCOc1ccc(/C=N/NC(=S)Nc2ccccc2[N+](=O)[O-])c(O)c1 | 14 | 101* | 1.0 | 24 | -9 | -9 | 0.6 | -11 | 0.6
CCC(=O)Nc1ccc(C(=O)CSc2nnc(-c3ccc(O)cc3)n2CC2CCCO2)cc1OC (configuration not stated) | 8 | -1 | 1.3 | -11 | 8 | 1 | 0.4 | -15 | 1.1
Cc1cc(C)c(COc2ccc(/C=N/n3c(C)n[nH]c3=S)cc2)c(C)c1 | -3 | -12 | -0.6 | -8 | 58 | 15 | -0.2 | 3 | -0.7
COc1ccc2oc(=O)c(C(=O)Nc3ccccc3O)cc2c1 | 4 | 101* | 1.0 | 21 | 17 | x | 1.0 | -10 | -0.5
CCCCC(=O)Nc1ccc(C(=O)NCCc2ccccc2)cc1 | -9 | 6 | 0.1 | -13 | -32 | -1 | 0.3 | -1 | 3.9
CCCC(=O)Nc1c(C)nn(C(=O)CCC)c1C | 18 | 21 | -0.1 | -1 | 26 | -2 | 0.0 | -8 | -1.5
CCOc1ccc(C2/C(=C(\O)c3cccc(OC)c3)C(=O)C(=O)N2c2ccccn2)cc1OC (configuration not stated) | -11 | 28 | 0.2 | 6 | -13 | x | 0.6 | -7 | 3.1
CCCCN(CCCC)CP(=O)(c1ccccc1)c1ccccc1 | -8 | 73* | -1.4 | 9 | 60 | 28* | -1.0 | 7 | 1.2
Cc1nc(NC2=NCN(C3CCCCC3C)CN2)nc2ccccc12 (configuration not stated) | -1 | 5 | -0.8 | -4 | 37 | -3 | 0.8 | -15 | -4.4
COC(=O)Nc1sc2c(c1C(=O)NCc1ccco1)CCCC2 | 20 | 29 | 0.3 | -1 | 13 | 2 | -0.3 | 1 | 0.6
Cc1cccc(C)c1NC(=O)C(c1ccccc1)N1CCN(C(=O)c2ccco2)CC1 (configuration not stated) | -3 | 19 | -0.1 | -24 | 27 | -3 | -0.3 | 8 | 1.0
Cc1ccc(C(=O)C(OC(=O)c2c(C)cc(=O)oc2C)c2ccccc2)cc1 (configuration not stated) | -16 | -1 | 1.3 | -1 | 46 | 3 | 0.4 | 5 | -0.7
CCOC(=O)C(C)Sc1ncc(-c2ccc(Cl)cc2)cn1 (configuration not stated) | -22 | 21 | -0.1 | -34 | 6 | 5 | 0.1 | 7 | -0.8
CCOC(=O)Cc1nnc(Nc2ccc(C)cc2)c2ccccc12 | 0 | 48 | -1.8 | -21 | 5 | 1 | -1.2 | 7 | -0.6
O=C(COC(=O)c1ccc([N+](=O)[O-])s1)NC(c1ccccc1)c1ccccc1 | 4 | 19 | -0.8 | -2 | -32 | -1 | 0.0 | 7 | -0.8
Cc1ccc(NS(=O)(=O)c2cc(C(=O)N3CCOCC3)ccc2C)cc1 | 3 | -16 | -0.2 | -10 | 33 | 5 | 0.4 | -7 | -0.1
CCOC(=O)C(=O)NC(C)CCc1ccccc1 (configuration not stated) | 5 | -33 | 0.9 | 3 | 33 | -2 | 0.8 | -19 | 3.3
CN(Cc1ccco1)C(=O)c1ccc(N2CCCC2=O)cc1 | 2 | 24 | 0.7 | 13 | 21 | 2 | 0.8 | -7 | -1.0
Cc1nn(-c2ccccc2)c2c1C(c1ccc([N+](=O)[O-])cc1)N1C(=N2)C(=O)Nc2ccccc21 (configuration not stated) | -39 | 44 | -1.5 | -46 | 19 | 5 | -0.4 | -6 | -1.6
CC1COc2ccccc2N1S(=O)(=O)c1ccccc1 (configuration not stated) | 7 | 17 | -1.2 | -14 | 52 | 7 | 0.0 | 0 | 1.2
CCc1ccc(CN2C(=O)c3ccccc3C2C(=O)NCc2cccnc2)cc1 (configuration not stated) | 6 | 6 | 0.7 | -1 | -17 | 3 | 1.3 | -8 | 1.2
O=C(NCc1ccc(/C=c2\sc3n(c2=O)CCN=3)o1)C(=O)Nc1ccccc1 | -23 | 15 | 0.0 | -6 | -65 | 2 | 1.1 | -7 | 0.6
O=C(/C=C/c1ccccc1Cl)N(Cc1cccs1)C1CCS(=O)(=O)C1 (configuration not stated) | 11 | 22 | 0.2 | 13 | 7 | x | -1.1 | 3 | 0.3
O=C(Nc1ccc(F)c(F)c1)NC1CCCCC1 | 4 | -6 | 3.6 | -15 | -36 | 8 | 2.4 | -2 | -0.3

Another view of some results above.
Molecule	NPY-Y2 PAM-ag	CHOP inhibitor	zfTRPN1 agonist	NPY-Y1 PAM-ag	EP2 mod	NPY-Y1 antag	TRPML3 agonist	S1P4 antag	S1P4 agonist
CN(Cc1ccco1)C(=O)c1ccc(N2CCCC2=O)cc1	2	24	0.7	13	21	2	0.8	-7	-1.0
Cc1nn(-c2ccccc2)c2c1C(c1ccc([N+](=O)[O-])cc1)N1C(=N2)C(=O)Nc2ccccc21 (configuration not stated)	-39	44	-1.5	-46	19	5	-0.4	-6	-1.6

Assay outcomes (PubChem)
